# Screens deposited in PubChem BioAssay by National Center for Advancing Translational Sciences (NCATS).
# KB-V1 MDR tox = KB-V1 MDR subline cytotoxicity. KB-V1 MDR cells viability, CellTiter-Glo, 72 h. Potency, µM (doses to about 46.1 µM), for the others: top-dose activity change, negative = cytotoxicity, usual class: cytotoxic. 400,000 tested, 3.4% active. AID 1347076; further: potency means the concentration at half of the fitted maximal effect; on the % scale 0 is the no-effect control and ±100 the full control effect; nearly all actives have a fitted effect of over 60% in size
#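 Drug-selected KB-V1 cells, grown in DMEM lacking phenol red with 10% FBS, receive compound titrations; after three days at 37 degrees C, surviving cell ATP is quantified by CellTiter-Glo luminescence and responses normalized and curve-fitted.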
# GLP1R cytotox = cytotoxicity in counter-screen for GLP-1R inverse agonists. 410,000 tested, 0.13% active. HEK293 cAMP-luciferase reporter cells, luminescence, 24 h. Potency, µM (doses to about 38.3 µM), for the others: top-dose activity change, negative = inhibition, hits mostly inhibitors;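 further: loss of luciferase light is scored as toxicity; potency means the concentration at half of the fitted maximal effect; on the % scale 0 is the no-effect control and ±100 the full control effect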
#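 Cells in DMEM/10% Nu serum/1% pen-strep, 1536-well format. Pre-incubated 12 h, dosed with 23 nL compound, incubated a further 24 h. Luciferase detection, 12 min at room temp, luminescence.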
# SW480 rereplic = DNA re-replication induction in SW480 cells. SW480 DNA re-replication, Hoechst DNA content imaging, 48 h. Potency, µM (top dose mostly 46.1 µM), for the others: top-dose re-replication activation, hits mostly activators. 340,000 tested, 1.8% active; further: potency means the concentration at half of the fitted maximal effect; % of control where 0% means no effect; nearly all actives have a fitted effect of over 55% in size
#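 DNA re-replication was detected as more nuclei of elevated Hoechst intensity after 48 hr exposure to compound (23 nL pinned per well of 250 cells).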
# MCF10A rerep = induces DNA re-replication in MCF 10a normal breast cells | AID 624296 | MCF 10A DNA re-replication, Hoechst nuclear intensity, 48 h | Potency, µM (doses to about 46.1 µM), without a hit: top-dose activity, positive = re-replication, hits mostly activators | 350,000 tested, 2.9% active; further: potency means the concentration at half of the fitted maximal effect; % of control where 0% means no effect; nearly all actives have a fitted effect of over 50% in size
# HT1080NT lethal = kills 2HG-producing HT-1080-NT fibrosarcoma cells; HT-1080-NT fibrosarcoma viability, CellTiter-Glo ATP luminescence, 48 h; Potency, µM (top dose mostly 46.1 µM), without a hit: at the highest dose activity, negative = less viability, usual class: cytotoxic; 360,000 tested, 1.6% active; AID 686970;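 further: NT is the 2HG producing partner of a matched IDH1 knockdown line; potency means the concentration at half of the fitted maximal effect; 0% = DMSO-treated cells and -100% = media-only wells without cells; nearly all actives have a fitted effect of over 55% in size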
#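 HT-1080-NT fibrosarcoma cells (2HG-overproducing), 750 cells/well in RPMI with 5% FBS, dosed after 2 h and incubated 48 h at 37C. CellTiter-Glo luminescence normalized to DMSO and no-cell wells; concentration-response curves fitted and classed.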
# IL-1B inflam inh = inhibitors of inflammasome signaling (IL-1 beta secretion); THP-1 LPS/ATP IL-1B secretion, AlphaLISA, 16 h; active compounds read low; activity change, % at 57.5 µM; 360,000 tested, 4.7% active; AID 743279; in the data active means activity change below about -50%; inconclusive means mostly about -30% to -49%; further: on the % scale 0 is the no-effect control and ±100 the full control effect
#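 Secreted IL-1B measured by AlphaLISA bead assay after 16 h compound exposure of THP-1 cells; compounds (final up to 57.5 uM) added 1 h before LPS (250 ng/mL) and ATP (1.25 mM) stimulation; lower signal means less secretion.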
# KB-3-1 tox = KB-3-1 parental cell cytotoxicity; Potency, µM (highest dose often 46.1 µM), inactives show at the highest dose activity change, negative = cytotoxic, most hits filed as cytotoxic; 400,000 tested, 1.4% active; KB-3-1 viability, CellTiter-Glo ATP luminescence, 72 h; further: potency means the concentration at half of the fitted maximal effect; on the % scale 0 is the no-effect control and ±100 the full control effect; nearly all actives have a fitted effect of over 60% in size
#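 KB-3-1 cells, DMEM (no phenol red) + 10% FBS; compound by pin transfer, 72 h, 37 °C. Readout: CellTiter-Glo luminescence after 10 min. Data normalized, curve-fitted.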
# DRD3 agonist = agonists of human D3 dopamine receptor | D3R DiscoveRx beta-arrestin cells, luminescence, 90 min | max activation, % | P35462 | 410,000 tested, 0.58% active; in the data active means max activation above about 30%; further: 0% is about no effect; mostly tested at two doses, the higher about 12 µM
# Target sequence (P35462 whole entry, looked up): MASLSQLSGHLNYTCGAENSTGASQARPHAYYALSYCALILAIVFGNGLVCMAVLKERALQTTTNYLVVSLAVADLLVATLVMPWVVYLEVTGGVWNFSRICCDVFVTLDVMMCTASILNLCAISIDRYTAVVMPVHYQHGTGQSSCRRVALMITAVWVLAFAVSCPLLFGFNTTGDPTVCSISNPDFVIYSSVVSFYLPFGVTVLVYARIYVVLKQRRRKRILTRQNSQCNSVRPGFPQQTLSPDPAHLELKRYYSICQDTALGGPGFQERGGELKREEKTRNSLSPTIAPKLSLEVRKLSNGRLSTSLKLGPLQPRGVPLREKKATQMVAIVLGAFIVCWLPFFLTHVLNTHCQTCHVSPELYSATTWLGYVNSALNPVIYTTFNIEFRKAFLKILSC
#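 Agonist mode: compounds and dopamine controls were applied to plated cells for 90 min at 37 degrees C after an overnight attachment at 1500 cells/well. Luminescent read-out followed 30 - 60 minutes at room temperature with DiscoveRx detection reagent.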
# HT1080 IDH1KD tx = toxicity to HT-1080 IDH1 knockdown cells (counter line). HT-1080 IDH1 knockdown viability, ATP luminescence, 48 h. Potency, µM (doses to about 46.1 µM), for inactives: top-dose activity, negative = toxicity, actives largely listed as cytotoxic. 360,000 tested, 2% active. AID 686971;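 further: potency means the concentration at half of the fitted maximal effect; 0% = DMSO wells and -100% = cell-free medium wells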
#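 Luminescent ATP read-out (CellTiter-Glo, 10 min at room temperature) after 48 h compound exposure at 37 °C gave viability of IDH1-knockdown HT-1080 cells. Activity was normalised to DMSO and cell-free wells, then fitted as concentration-response curves.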
# * marks the source's active call; other numbers are inactive results; ? = inconclusive; nt = no result given; ! = repeats disagree; [ ] = dose if it differs, or a comment. Unless noted, the call rests on the fitted dose curve; in most records, active means well fitted curve in the direction sought with a large enough effect; inconclusive means small, poorly fitted or top-dose-only effect, or another doubt; inactive means no such curve, though single readings can be large; an effect the other way counts as inactive or inconclusive.
SMILES,KB-V1 MDR tox,GLP1R cytotox,SW480 rereplic,MCF10A rerep,HT1080NT lethal,IL-1B inflam inh,KB-3-1 tox,DRD3 agonist,HT1080 IDH1KD tx
CN(CC(=O)NC1CCN(Cc2ccccc2)CC1)S(=O)(=O)c1ccc(Cl)s1,?,6.0%,?,1.5%,-4.3%,-53.7*,0.0%,-19.7,-3.5%
CN1CCN(C(=O)c2cc3sc4ccccc4c3s2)CC1,-19.2%,-0.5%,-2.9%,0.2%,-4.9%,-2.9,0.8%,-21.6,-11.9%
COC(=O)CN1C2(C#N)CCCCC2CC2CCCCC21C#N (configuration not stated),-5.0%,9.9%,-3.4%,-20.7%,-1.2%,29.1,2.8%,4.3,0.3%
CCOC(=O)c1c(C)sc(-c2c(-c3ccc(OC)c(F)c3)[nH]c3[nH]c(=O)[nH]c(=O)c23)c1O,-7.5%,-0.3%,nt,nt,nt,nt,10.3%,3.1,nt
COc1ccc(NS(=O)(=O)CC(C)C)c(OC)c1,0.0%,4.5%,-2.2%,0.3%,13.3%,0.8,11.1%,2.5,4.8%
C=CCNC(=S)N1CCN(CCN=CC2=C(O)CC(c3cccs3)CC2=O)CC1 (configuration not stated),2.8%,-1.8%,-5.1%,1.0%,-11.2%,12.4,16.5%,0.3,-3.4%
Cc1cc(N2CC(C(=O)NCc3cccs3)CC2=O)ccc1C(C)C (configuration not stated),?,-19.7%,-0.8%,3.6%,-20.2%,52.3,?,1.1,-24.8%
CC(C)CNC(=O)c1cccc(NC(=O)c2ccc(Cl)c([N+](=O)[O-])c2)c1,20.6µM*,-12.8%,6.8%,?,-2.6%,-111.6*,-6.3%,-7.1,-0.1%
CCOC(=O)CC1=NS(=O)(=O)c2ccccc2N1,16.7%,-16.1%,-0.8%,-1.9%,2.1%,22.3,0.0%,-9.4,6.0%
COc1ccc(CN(Cc2ccco2)c2cnc(S(C)(=O)=O)nc2C(=O)Nc2ccc(F)cc2)cc1,-14.5%,-7.7%,nt,nt,nt,nt,-25.2%,6.5,nt
CCN(C(=O)CSc1nc2ccccc2n1CC)C1CCS(=O)(=O)C1 (configuration not stated),-9.4%,8.6%[0.307 µM],-4.5%,1.1%,7.4%,15.1,1.5%,6.5,10.7%
COc1ccc(CNC(=O)CSc2nc(SC)ns2)cc1,-0.6%,-11.7%,-60.2%,3.4%,-0.3%,41.7,24.2%,9.6,-2.6%
CN(C#N)c1nc(Cl)nc(Nc2cccc(Cl)c2)n1,-0.8%,8.2%,-4.5%,?,-1.8%,-90.7*,18.1%,0.1,-4.7%
O=C(NCC1CCCN(Cc2cccc(F)c2)C1)c1cccc2ccccc12 (configuration not stated),0.0%,-7.4%,6.7%,-1.6%,0.7%,-28.8,?,-18.5,-9.1%
O=C(CCC(=O)NC1CC1)Nc1nnc(C2CCCCC2)s1,6.8%,0.7%,0.9%,-24.2%,-2.0%,21.2,?,-1.1,0.2%
COc1ccc(CNS(=O)(=O)c2ccc(-n3cnnn3)c(C)c2)cc1,-7.7%,-3.2%,-14.3%,10.5%,2.1%,1.7,21.0%,0.7,1.7%
Cc1cccc(C)c1NC(=O)C(=O)NCc1ccccn1,12.2%,2.1%,1.3%,0.1%,7.1%,12.8,-0.9%,-1.6,5.9%
O=C1c2cc(N3CCCC3)c([N+](=O)[O-])cc2C(=O)N1c1ccccc1,1.7%,-18.5%,-3.6%,0.4%,13.6%,0.0,?,6.1,22.7%
Cc1ccc(NC(=O)CCC(=O)NNC(=S)Nc2ccc(F)cc2F)cc1C,?,-1.7%,-12.2%,27.8%,-22.3%,32.4,25.6%,-3.4,0.8%
CCOc1ccc(CCNC(=O)C2CCN(C(=O)N(C)C)CC2)cc1OCC,-27.9%,7.3%,-16.5%,?,9.5%,24.4,-10.8%,1.8,2.0%
CCN(C(=O)COC(=O)/C=C/c1ccccc1)C1CCCCC1,-0.5%,-1.1%,-7.7%,-1.9%,-2.2%,-8.6,3.1%,-3.8,4.4%
c1ccc(-c2onc(-c3ccco3)c2-c2ccc3[nH]ccc3c2)cc1,23.1µM*!,0.6%,-2.0%,?,-17.1%,-11.4,?,5.1,-14.5%
COc1nc(OC)nc(N2CCC(C(=O)NCc3cccs3)CC2)n1,18.4µM*,0.0%,-16.0%,-1.5%,-7.8%,3.7,-1.4%,-2.5,-10.6%
COc1ccccc1NC(=O)c1ccccc1SCC(=O)N1CCCC1,?,-22.9%,nt,nt,-11.2%,13.1,-4.4%,0.9,-14.2%
O=C(COC(=O)c1cnccn1)Nc1ccc(Cl)cn1,?,-3.8%,-135.9%[inhibitor],1.4%,12.1%,43.3,-0.6%,3.5,-0.7%
Cc1ccc(NC(=O)C2CC2c2ccccc2)cc1 (configuration not stated),0.0%,4.0%,-43.1%[inhibitor],-0.1%,0.6%,?,0.5%,-2.8,-13.5%
COc1ccc(N2CCN(C(=O)CCc3ccc(S(=O)(=O)NCC(C)C)cc3)CC2)cc1,?,1.5%,3.0%,-2.5%,-2.4%,-0.5,?,2.0,-12.2%
O=C(NCc1ccc2c(c1)OCO2)c1cc(S(=O)(=O)N2CCCCC2)ccc1F,-16.9%,-0.5%,-0.3%,0.2%,-3.2%,0.0,1.2%,-5.1,1.8%
Oc1c(CN2CCN(c3ccc(F)cc3)CC2)cc(Cl)c2cccnc12,5.17µM*,-17.8%,?,21.6%,?,1.6,?,-20.6,?
N#C/C(=C\c1ccc[nH]1)C(=O)Nc1ccccc1[N+](=O)[O-],0.9%,5.4%,-11.1%,-32.2%[inhibitor],-21.8%,0.0,4.1%,4.1,-28.0%
Cc1c(C)[n+](=O)c(C)c(C)n1[O-],24.4%,1.2%,-3.1%,1.3%,4.2%,16.0,-1.2%,10.8,-1.1%
O=C(O)c1ccccc1C(=O)N(Cc1ccccc1)Cc1ccccc1,-3.6%,0.8%,4.1%,1.7%,-13.9%,2.8,2.6%,-0.1,-3.6%
COc1ccc(-c2nc(CN3CCC(C(=O)N4CCOCC4)CC3)c(C)o2)cc1OC,27.3%,-6.2%,-0.3%,0.8%,-0.9%,-4.5,?,5.4,13.5%
CN(/C(=N/S(=O)(=O)c1cccs1)c1ccccc1)c1ccccc1,-14.3%,3.3%,-7.1%,-0.4%,-3.6%,-12.1,-3.1%,0.7,-5.9%
CC(=O)N1c2ccc(S(=O)(=O)N3CCCC(C(=O)N4CCC(C)CC4)C3)cc2CC1C (configuration not stated),20.6µM*,-7.8%,-7.0%,-1.3%,-1.6%,10.4,-1.7%,2.9,-8.2%
COc1ccc(C2=NN(C(=O)c3ccccc3)C(c3ccccc3)C2)c(O)c1 (configuration not stated),2.6%,1.2%,?,21.5%,-17.5%,-2.3,0.0%,-4.4,-8.7%

# The list goes on; it opens with the two that closed the last part.
SMILES,KB-V1 MDR tox,GLP1R cytotox,SW480 rereplic,MCF10A rerep,HT1080NT lethal,IL-1B inflam inh,KB-3-1 tox,DRD3 agonist,HT1080 IDH1KD tx
CC(=O)N1c2ccc(S(=O)(=O)N3CCCC(C(=O)N4CCC(C)CC4)C3)cc2CC1C (configuration not stated),20.6µM*,-7.8%,-7.0%,-1.3%,-1.6%,10.4,-1.7%,2.9,-8.2%
COc1ccc(C2=NN(C(=O)c3ccccc3)C(c3ccccc3)C2)c(O)c1 (configuration not stated),2.6%,1.2%,?,21.5%,-17.5%,-2.3,0.0%,-4.4,-8.7%
CSc1ccc(/C=C(/NC(=O)c2ccco2)C(=O)NCc2ccco2)cc1,nt,-1.8%,7.7%,-0.5%,-18.7%,-0.2,nt,1.2,?
COc1ccc2cc(C(=O)N(C)CC(=O)Nc3ccccc3Br)ccc2c1,?,-17.9%,13.9%,5.6%,2.0%,-11.0,-0.8%,23.1,5.3%
COc1cccc(N2CCN(c3ncnc4c3cnn4-c3ccc(C)cc3C)CC2)c1,?,?,5.4%,6.51µM*,23.1µM*,-79.5*,10.3µM*,38.8*,?
Cc1ccc(S(=O)(=O)NCCc2nc3ccccc3[nH]2)cc1,2.5%,-1.7%,-24.5%,-18.7%,-0.6%,15.7,3.5%,-6.7,2.6%
CCNC(=O)c1cc(Cl)ccc1OC,-1.0%,3.4%,-2.6%,3.6%,12.7%,-14.6,0.8%,3.1,6.4%
Cc1nc(SCC(=O)Nc2cc(C)on2)c2c(=O)n(C)c(=O)n(C)c2n1,?,3.8%,-12.1%,1.4%,10.0%,10.0,21.9%,-5.3,9.8%
CCOC(=O)c1[nH]c(C)c(C(=O)/C=C/c2ccc(C(=O)O)cc2)c1C,-11.3%,-1.5%,?,?,-2.1%,-12.6,-2.4%,0.3,?
O=S(=O)(c1ccc(Br)s1)N1CCN(c2cccc(C(F)(F)F)c2)CC1,2.0%,3.1%,nt,nt,nt,nt,0.6%,-16.0,nt
COC(=O)CCN1CCC2CC1c1cc(N3CCCCC3)ccc12 (configuration not stated),-8.8%,9.2%,nt,nt,-1.0%,3.3,-4.3%,-15.5,0.2%
CC(=O)N/C(=C\c1ccccc1)C(=O)OCc1ccc(C)cc1,-7.7%,0.0%,1.4%,?,5.3%,11.4,5.8%,3.0,9.8%
CCN(C(=O)Cn1cnc2c1c(=O)n(C)c(=O)n2C)C1CCCCC1,0.0%,7.7%,3.6%,0.4%,-4.9%,-9.7,-5.6%,3.0,-0.3%
O=C(CN1C(=O)COc2ccc(Cl)cc21)Nc1ccccn1,-11.0%,6.5%,-7.4%,-4.5%,0.5%,-20.3,2.5%,-0.4,15.8%
CCCN1C(=O)/C(=C\C=C2\N(CC)c3ccccc3C2(C)C)SC1=S,-14.1%,-13.2%,-10.5%,19.5%,-0.2%,6.0,-26.4%,-4.8,4.2%

# Not a hit list; about 11% have a hit in one of these screens.
